Screening results (PubChem)
Vif-A3F inh = Vif-A3F binding inhibition; HeLa A3F-eYFP + Vif (tagged APOBEC3F with the HIV-1 protein that degrades it), YFP fluorescence increase; Potency, µM (top dose mostly 46.1 µM), inactives show at the highest dose activity, negative = active; 390,000 tested, 0.2% active; AID 602313; further: potency means the concentration at half of the fitted maximal effect; % of control where 0% means no effect; nearly all actives have a fitted effect of over 65% in size
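HeLa cells stably expressing A3F-eYFP plus Vif, plated and incubated overnight at 37 deg C, then exposed to compounds overnight at 37 deg C. Blocked degradation read as raised yellow fluorescence (Ex 488/Em 500-530).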
TrxR1 substrate = substrates of rat thioredoxin reductase 1; 390,000 tested, 0.01% active; Potency, µM (titrated, usually from 114 µM), without a hit: at the top dose activity change, negative = substrate turnover; purified TrxR1 substrate turnover, NADPH consumption readout; further: potency means the concentration at half of the fitted maximal effect; on the % scale 0 is the no-effect control and ±100 the full control effect; nearly all actives have a fitted effect of over 50% in size
Target sequence (O89049 whole entry, looked up): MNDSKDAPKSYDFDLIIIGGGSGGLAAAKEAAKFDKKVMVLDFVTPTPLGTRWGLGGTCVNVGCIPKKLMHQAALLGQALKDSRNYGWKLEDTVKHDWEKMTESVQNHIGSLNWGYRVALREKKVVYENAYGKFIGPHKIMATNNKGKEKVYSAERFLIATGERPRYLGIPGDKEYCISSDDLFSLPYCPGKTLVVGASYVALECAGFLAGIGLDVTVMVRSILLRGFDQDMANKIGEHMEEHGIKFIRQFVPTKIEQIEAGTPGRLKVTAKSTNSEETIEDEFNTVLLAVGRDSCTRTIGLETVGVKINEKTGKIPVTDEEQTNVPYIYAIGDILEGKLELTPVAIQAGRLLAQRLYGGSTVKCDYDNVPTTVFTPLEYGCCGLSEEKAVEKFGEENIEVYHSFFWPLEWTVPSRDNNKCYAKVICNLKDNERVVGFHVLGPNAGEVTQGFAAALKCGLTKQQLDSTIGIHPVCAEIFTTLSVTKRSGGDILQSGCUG
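Rat TrxR1, dispensed at 90 nM, was prereduced with 400 uM NADPH (final) for 5 min at ~22 deg C, then incubated with compound 15 min before 400 uM selenite. A first-read NADPH fluorescence drop versus no-compound background flagged substrates.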
IDH1 R132H inh = blocks human mutant IDH1 R132H enzyme. AID 602179. IDH1-R132H enzyme, NADPH consumption, diaphorase/resazurin fluorescence. Potency, µM (doses to about 76.6 µM), inactives show at the highest dose activity change, negative = inhibition, usual class: inhibitors. 390,000 tested, 0.093% active. O75874; further: potency means the concentration at half of the fitted maximal effect; on the % scale 0 is the no-effect control and ±100 the full control effect; nearly all actives have a fitted effect of over 65% in size
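IDH1-R132H (0.5 ug/mL dispensed) in pH 7.5 Tris buffer was preincubated 30 min with compound, then given a substrate mix of 0.016 mM NADPH and 2 mM alpha-KG for 80 min at room temperature; remaining NADPH was read by diaphorase/resazurin fluorescence.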
USP1 inh = USP1/UAF1 (human) deubiquitinase inhibition. AID 743255. recombinant USP1/UAF1, Ub-Rhodamine cleavage fluorescence. O94782. Potency, µM (top dose mostly 57.1 µM), for the others: at the top dose activity change, negative = inhibition, usual class: inhibitors. 390,000 tested, 0.23% active; further: potency means the concentration at half of the fitted maximal effect; on the % scale 0 is the no-effect control and ±100 the full control effect; nearly all actives have a fitted effect of over 60% in size; inactives centre near -12
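High-throughput fluorogenic screen: 1nM USP1/UAF1 complex, Ub-Rho substrate 150nM final, 50mM HEPES pH 7.8 with 0.5mM EDTA, 0.1 mg/ml BSA, 1mM TCEP and 0.01% Tween-20.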
LDHA block = LDHA (human) enzyme inhibition; P00338; purified LDHA, NADH/diaphorase-resazurin fluorescence; active compounds read low; activity change, % (values are at about 110 or 230 µM); 480,000 tested, 0.15% active; in the data active means activity change below about -30%; inconclusive means mostly about -25% to -30%;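 further: plate controls were DMSO wells for no effect and wells without enzyme for full effect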
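LDH5 2 nM; NADH 0.06 mM, pyruvate 0.2 mM; 200 mM Tris pH 7.4, EDTA, Tween-20; 5 min RT. Detection: diaphorase 0.133 mg/mL + resazurin 37 µM, fluorescence ex540/em590 at 0 and 20 min; normalized to enzyme-free and DMSO wells.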
PI4K2A block = inhibitors of human PI4K2A; AID 1346378; activity change, negative = inhibition, % at 76.9 µM; purified PI4K2A, ADP-Glo luminescence, 1 h; active compounds read low; 420,000 tested, 0.13% active; Q9BTU6; in the data active means activity change below about -50%; inconclusive means mostly about -30% to -49%;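 further: -100% = wells without enzyme as full effect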
Target sequence (Q9BTU6 whole entry, looked up): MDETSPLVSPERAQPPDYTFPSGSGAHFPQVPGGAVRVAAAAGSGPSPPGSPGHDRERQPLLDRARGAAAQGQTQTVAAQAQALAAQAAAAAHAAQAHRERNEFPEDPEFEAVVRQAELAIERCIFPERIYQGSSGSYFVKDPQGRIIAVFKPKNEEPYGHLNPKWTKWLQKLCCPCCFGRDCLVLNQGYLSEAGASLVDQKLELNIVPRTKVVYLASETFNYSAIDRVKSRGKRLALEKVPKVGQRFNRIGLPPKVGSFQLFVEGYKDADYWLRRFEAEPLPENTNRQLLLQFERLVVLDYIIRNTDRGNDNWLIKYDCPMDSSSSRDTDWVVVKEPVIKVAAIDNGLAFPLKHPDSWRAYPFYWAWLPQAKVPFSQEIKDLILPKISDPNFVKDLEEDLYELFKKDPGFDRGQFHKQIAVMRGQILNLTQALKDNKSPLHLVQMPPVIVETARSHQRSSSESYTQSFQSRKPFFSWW
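ADP-Glo luminescence measured ADP generated by PI4K2A enzyme (4 ug/mL before mixing) with 1.2 mM PI substrate (pre-mix) and 300 microM ATP (pre-mix). Tris pH7.5 buffer with MgCl2, Triton X-100; 1 h reaction at ambient temperature.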
Vif-APOBEC3G blk = inhibitors of Vif-APOBEC3G interaction. Q9HC16. HeLa A3G-eYFP + Vif (tagged APOBEC3G with the HIV-1 protein that degrades it), YFP fluorescence, overnight. Potency, µM (top dose mostly 46.1 µM), without a hit: top-dose activity, negative = active, most hits filed as inhibitors. 410,000 tested, 0.076% active. AID 602310;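 further: potency means the concentration at half of the fitted maximal effect; on the % scale 0 is the no-effect control and ±100 the full control effect; nearly all actives have a fitted effect of over 60% in size; hits raise eYFP signal because A3G escapes Vif-driven loss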
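Read-out is eYFP fluorescence (Ex 488/Em 500-530) from Vif-expressing HeLa A3G-eYFP cells; more signal means A3G escaped Vif-mediated degradation. Cells plated overnight, compound pinned in, incubated overnight at 37 deg C.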
GRP78 ERSR act = inducers of ER stress response in human glioma cells; Potency, µM, for inactives: top-dose activation, hits mostly activators; U87-MG GRP78 promoter luciferase reporter, 16 h; AID 602332; 420,000 tested, 0.02% active; further: potency means the concentration at half of the fitted maximal effect; series mostly up to about 76 µM; % of control where 0% means no effect; nearly all actives have a fitted effect of over 35% in size
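ERSR induction read as luciferase luminescence (Bright-Glo, 10 min at room temperature) in stably transfected human U87-MG glioma cells exposed to compounds for 16 h, using GRP78 as sensor.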
RXFP1 agonist = agonists of human relaxin receptor RXFP1; HEK293T-RXFP1 cAMP TR-FRET, 30 min; response scale: percent of porcine relaxin response, buffer zero; Potency, µM (top dose mostly 57.5 µM), without a hit: top-dose activation, most hits filed as activators; 370,000 tested, 0.3% active; AID 2676; further: potency means the concentration at half of the fitted maximal effect; on the % scale 0 is the no-effect control and ±100 the full control effect; nearly all actives have a fitted effect of over 60% in size; many of its hits are not listed in these tables
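HEK293 cells stably expressing RXFP1, treated 30 min at 37C with compounds plus PDE4 inhibitor Ro 20174; cAMP measured by HTRF TR-FRET. Normalized to buffer and 29 nM porcine relaxin; EC50 by Hill fit.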
Starred values were filed as active, the others as inactive; ? = inconclusive; nt = not tested or not shown; & = joins results of further samples; [ ] = remark or other dose. Unless noted, the call rests on the fitted dose curve; in most records, active means well fitted curve in the direction sought with a large enough effect; inconclusive means small, poorly fitted or top-dose-only effect, or another doubt; inactive means no such curve, though single readings can be large; an effect the other way counts as inactive or inconclusive.

SMILES	Vif-A3F inh	TrxR1 substrate	IDH1 R132H inh	USP1 inh	LDHA block	PI4K2A block	Vif-APOBEC3G blk	GRP78 ERSR act	RXFP1 agonist
CC(OC(=O)COc1ccc(Nc2ccccc2)cc1)C(=O)N(C)c1ccccc1 (stereo not drawn)	0%	-6%	2%	-6%	6	0	1%	0%	-0.4%
CCCCC(=O)NC(=S)Nc1ccccc1C(=O)Nc1ccccc1	-1%	30%[activator]	0%	-15%	-10	12	0%	1%	0.8%
COc1ccccc1S(=O)(=O)Cc1ccc(C(=O)NCCN2CCCC2)o1	1%	6%[57.1 µM]	2%	-16%	0	0	2%	-4%	-3.3%
COc1cccc(CN(C)C(=O)c2cccc(S(=O)(=O)NCc3ccccc3)c2)c1OC	1%	-8%	1%	0%	-2	-14	4%	-3%	-0.1%
CC(C)CNC(=O)c1cc(-c2ccc(Cl)c(Cl)c2)on1	0%	4%	-1%	-10%	?	2	0%	1%	-2.5%
CCOC(=O)c1[nH]c(C)c(C(=O)N2CCN(C(=O)c3ccco3)CC2)c1C	-4%	8%	-3%	-15%	-11	8	1%	-3%	0.3%
COc1ccc(CCC(=O)NC2CC(=O)N(c3ccccc3)C2)cc1 (stereo not drawn)	-12%	-8%[57.1 µM]	15%	-15%	0	1	9%	-1%	1.8%
CC[C@]12C(=O)N(C)C[C@H]([C@@H]3C(=O)N(C)C(=O)[C@@H]31)N2C(=O)c1ccc(C(F)(F)F)cc1	4%	-3%	5%	-10%	-3	-3	1%	2%	nt
CN(C)CCCNC(=O)/C=C/c1ccc2c(c1)OCO2	9%	16%	2%	-19%	0	0	-5%	-3%	0.5%
CCN(CC(=O)Nc1ccc(NC(C)=O)cc1)C(=O)CCCN1C(=O)c2ccccc2C1=O	-7%	-4%	3%	-18%	-5	3	4%	-4%	2.2%
Cc1ccc(C2=NN(CCC(=O)NCc3ccc4c(c3)OCO4)C(=O)CC2)cc1	-3%	2%	1%	-14%	-4	2	-3%	-1%	2.7%
COCCCNC(=O)C1CCN(C(=O)c2oc3cc4sc(N(C)C)nc4cc3c2C)CC1	12%	8%	-6%	-12%	-2	-3	1%	4%	0.7%
O=C(Nc1ccc(Cl)cn1)c1cccc2c(Br)cccc12	-7%	12%	2%	-25%	-2	-5	-26%	3%	24%
O=C1NC(c2ccccc2Br)=N/C1=C\c1ccco1	?	-1%	2%	-19%	2	2	-23%	6%	2.7%
COc1ccc(-c2cn3cccc(C)c3n2)cc1Br	8%	-2%	5%	-7%	-7	1	-6%	5%	4.6%
CCN(CC)C(=O)c1ccccc1NC(=O)c1ccccc1C	3%	8%	4%	-19%	-13	1	1%	0%	1.7%
COc1ccccc1N(CC(=O)N1CCN(c2ccccc2)CC1)S(=O)(=O)c1ccc(C)cc1	11%	-9%	2%	-14%	-2	0	3%	-4%	1.0%
C/C=C(\C)c1nnc(NC(=O)OCC)s1	-3%	-2%	-1%	-18%	-16	2	0%	-6%	0.7%
Cc1cc(C(=O)Nc2ccc3[nH]ccc3c2)no1	1%	7%[57.1 µM]	0%	-6%	-8	1	0%	-2%	0.2%
O=C(NCc1ccccc1)c1cccn1-c1nnc(N2CCCC2)s1	-1%	3%[57.1 µM]	10%	-11%	-8	2	-3%	-1%	-0.3%
Cc1ccc(CN(C(=O)Cn2nnc3ccccc32)C(C(=O)NCc2ccco2)c2cccs2)cc1 (stereo not drawn)	0%	-9%	4%	-23%	-4	-3	0%	-4%	-0.9%
COc1cc(-c2nc(S(=O)(=O)c3ccc(Cl)cc3)c(N(C)C)o2)cc(OC)c1OC	-7%	-6%[57.1 µM]	5%	-8%	4	-3	1%	-7%	0.2%
c1ccc(Nc2nc3ccccc3[nH]2)nc1	3%	-11%	3%	-9%	2	2	2%	?	1.1%
CCOC(=O)C1C(=O)CC(O)(c2ccccc2)CC1c1ccccc1 (stereo not drawn)	2%	5%[57.1 µM]	2%	-13%	-1	0	2%	-3%	-1.0%
CCc1ccc(NC(=O)CSc2nnc(-c3cccs3)n2CC)cc1	0%	-6%	4%	-9%	1	-3	-14%	-3%	2.0%
CSCCC(NC(=O)c1ccccc1Cl)C(=O)NCCc1ccccn1 (stereo not drawn)	8%	4%	-6%	-21%	-2	3	2%	12%	nt
CCOc1ccccc1NC(=O)NNS(=O)(=O)c1cc(C)ccc1C	-10%	1%	8%	-7%	-2	3	1%	-6%	0.4%
CC1CCCC(C)N1CCNC(=O)CCn1nc(-c2ccccc2)ccc1=O (stereo not drawn)	-29%	-2%	4%	-8%	1	-2	3%	-3%	-0.7%
CCOc1ccc2oc(-c3ccccc3)c(C(=O)N(C)C)c2c1	0%	56%[activator]	2%	-11%	2	2	-5%	-1%	3.3%
COCc1c(C(=O)OCC(=O)NCc2ccco2)oc2ccccc12	2%	-5%	4%	-17%	1	5	-2%	-2%	nt
CCOC1OC2C(CO)OC(n3cnc4c(N)ncnc43)C2O1 (stereo not drawn)	5%	2%	-6%	-23%	-2	?	2%	-2%	9.9%
Cc1ccc(NC(=O)C2CCC(CNS(=O)(=O)c3cccs3)CC2)cc1C (stereo not drawn)	-2%	0%[57.1 µM]	-10%	-19%	-7	0	-1%	-4%	1.4%
CN(C)C(=O)CSc1nnc([C@H](Cc2ccccc2)NC(=O)OC(C)(C)C)o1	12%	8%[57.1 µM]	-1%	-6%	-9	-2	3%	-5%	0.3%
CC1CC(=O)Nc2ccccc2N1C(=O)CSc1nnnn1C(C)C (stereo not drawn)	0%	5%	1%	-21%	2	-2	-1%	-5%	-0.6%
Nc1ccc(CNC(=O)OCC2c3ccccc3-c3ccccc32)cc1	-7%	-2%	46%[activator]	-3%	-4	-5	-2%	1%	nt
CC1=NNC(=O)C1Cc1ccc(F)cc1 (stereo not drawn)	8%	1%[2.29 µM]	10%	-18%	4	-4	2%	-5%	5.0%
Cc1cc(NC(=O)CSc2nc3sc(C)c(C)c3c(=O)n2C2CCCC2)no1	-11%	5%	-3%	4%	-4	-2	-1%	-1%	0.8%
COc1cc2c(=O)n(CCC(=O)NCC3CCCO3)c(=O)n(CC(=O)Nc3ccc(F)cc3)c2cc1OC (stereo not drawn)	13%&-4%	28%&14%	9%&5%	-21%&-13%	-4&-1	-1&-1	5%&5%	0%&0%	6.6%&-1.1%
Cc1ccc(C(=O)Nc2ccc3oc(-c4cc(Br)ccc4Cl)nc3c2)cc1	-19%	-1%	-16%	?	-14	-6	-1%	-2%	4.8%
Cc1cccc(NC(=O)c2ccc(S(=O)(=O)N3CCC(C)CC3)cc2)n1	2%	11%	9%	-9%	-4	-6	1%	0%	-1.6%
O=c1nc(N/N=C/c2ccco2)cn[nH]1	2%	-5%[57.1 µM]	0%	10%	-13	-22	-2%	3%	0.0%
COC(=O)Cc1ccc(NC(=S)NCc2ccccc2)cc1	3%	5%[57.1 µM]	4%	-15%	-9	4	-2%	0%	-0.7%
Cc1nnc(N2CCc3ccccc3C2)[nH]c1=O	-3%	-4%	2%	-18%	-1	-4	-3%	-9%	3.1%
COc1ccc(CCNC(=O)CN(c2ccccc2)S(=O)(=O)c2ccccc2)cc1	-7%	nt	-6%	-19%	-8	-6	4%	-4%	nt
CCOC(=O)c1nc(C)sc1-c1ccnn1S(=O)(=O)c1ccc(Cl)cc1Cl	-3%	2%[57.1 µM]	9%	-16%	2	-3	-2%	-5%	-2.4%
CC(C)N(C(=O)CSc1nc2ccccc2n1Cc1ccccc1F)C(C)C	nt	-6%	0%	-22%	-1	4	-2%	-5%	0.3%
COc1ccc(-n2c(O)c(C=NCC(c3ccco3)N3CCCC3)c3ccccc3c2=O)cc1OC (stereo not drawn)	-7%	-5%	0%	-13%	0	10	1%	-2%	1.4%
COc1ccc(CCNC(=O)c2ccccc2N(C)S(=O)(=O)c2ccccc2)cc1	-3%	-10%	2%	5%	-2	2	-2%	-1%	0.2%
COc1ccc(C2Nc3ccccc3C(=O)N2Cc2ccccc2)cc1Cn1nnc2ccccc21 (stereo not drawn)	-6%	71%[activator]	1%	-29%	-17	-2	-1%	-4%	2.1%
CCOC(=O)c1cc(CC)sc1NC(=O)C1CC(=O)NN1Cc1ccccc1 (stereo not drawn)	-5%	-5%[57.1 µM]	-3%	-9%	-10	-3	3%	-4%	-1.6%
Cc1cc(NC(=O)COC(=O)c2cc3c(s2)CCC(C)C3)no1 (stereo not drawn)	2%	12%	4%	-10%	-6	-2	2%	-3%	0.2%
O=C(c1ccco1)N1CCN(Cc2cc(=O)c(OCc3ccccc3)co2)CC1	-13%	0%	0%	0%	0	3	1%	-3%	-1.5%
CCOC(=O)c1cccc(NC(=O)CSc2nnc(C3CCCCC3)n2CC)c1	4%	-10%	3%	-4%	-2	7	1%	-1%	0.3%

Some of the compounds tested, so the mix of outcomes need not match the whole.
